# FEN1 inh: blocks human flap endonuclease 1 | P39748 | Recombinant FEN1 flap cleavage, fluorescence, 15 min | 0.35% of 390,000 active | Potency, µM (highest dose often 114 µM), for inactives: at the highest dose activity change, negative = inhibition, actives largely listed as inhibitors; note: nearly all actives have a fitted effect of over 65% in size
# Target sequence (P39748 whole entry, looked up): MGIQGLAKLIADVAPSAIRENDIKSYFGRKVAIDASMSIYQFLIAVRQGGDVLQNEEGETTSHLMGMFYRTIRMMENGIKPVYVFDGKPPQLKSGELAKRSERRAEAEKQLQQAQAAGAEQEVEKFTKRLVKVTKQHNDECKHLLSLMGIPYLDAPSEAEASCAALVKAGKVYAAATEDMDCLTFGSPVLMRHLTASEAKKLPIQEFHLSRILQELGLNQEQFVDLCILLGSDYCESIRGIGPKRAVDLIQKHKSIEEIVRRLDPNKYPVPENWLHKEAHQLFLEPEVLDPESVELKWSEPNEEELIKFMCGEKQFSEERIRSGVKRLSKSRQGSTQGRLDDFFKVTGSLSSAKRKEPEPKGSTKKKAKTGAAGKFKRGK
#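 FEN1 at 10 nM, compound pretreatment for 15 min (room temperature), 50 nM final substrate to initiate; endpoint reads at 0 and 15 min; DMSO-only plates used as vehicle background.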
# TDP1 inh: inhibitors of human tyrosyl-DNA phosphodiesterase TDP1; Q9NUW8; recombinant TDP1, AlphaScreen DNA substrate cleavage; Potency, µM (doses to about 130 µM), inactives show at the highest dose activity change, negative = inhibition, actives largely listed as inhibitors; 0.28% of 350,000 active; AID 485290; note: nearly all actives have a fitted effect of over 40% in size
# Target sequence (Q9NUW8 whole entry, looked up): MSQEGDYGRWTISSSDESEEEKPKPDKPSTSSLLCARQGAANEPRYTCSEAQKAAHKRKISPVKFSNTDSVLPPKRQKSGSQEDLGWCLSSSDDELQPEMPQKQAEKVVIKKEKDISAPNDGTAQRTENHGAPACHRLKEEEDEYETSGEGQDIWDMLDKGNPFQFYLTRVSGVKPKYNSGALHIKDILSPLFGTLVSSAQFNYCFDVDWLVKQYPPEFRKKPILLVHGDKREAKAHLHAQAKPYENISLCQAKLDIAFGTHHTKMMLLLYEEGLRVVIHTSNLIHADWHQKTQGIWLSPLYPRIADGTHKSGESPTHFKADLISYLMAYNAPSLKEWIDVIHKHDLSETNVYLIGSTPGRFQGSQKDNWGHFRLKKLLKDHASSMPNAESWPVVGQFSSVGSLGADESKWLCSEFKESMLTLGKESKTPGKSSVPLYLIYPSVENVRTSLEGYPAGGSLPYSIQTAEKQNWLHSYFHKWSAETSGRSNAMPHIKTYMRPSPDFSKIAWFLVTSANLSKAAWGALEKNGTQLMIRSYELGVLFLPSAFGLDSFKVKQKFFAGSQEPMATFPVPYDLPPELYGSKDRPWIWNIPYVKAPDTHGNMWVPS
#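 Here, a 5' biotin and 3' phosphotyrosine-FITC DNA oligonucleotide reports Tdp1 activity: intact substrate bridges AlphaScreen beads, while cleavage leaves a 3' phosphate and drops signal. All incubations at room temperature.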
# N370S GC: N370S glucocerebrosidase modulation, Gaucher chaperone candidate; P04062; N370S GC spleen homogenate, 4MU-glucoside fluorescence; Potency, µM (doses to about 59.4 µM), for the others: top-dose activity change, negative = inhibition, most hits filed as inhibitors; 0.092% of 330,000 active; AID 2101;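 note: 0% = full enzyme activity and -100% = no enzyme basal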
# Starred values were filed as active, the others as inactive; u = inconclusive; x = not tested or not shown; & = joins results of further samples; [ ] = dose if it differs, or a comment. Calls come from the whole dose curve; as a rule, active = well fitted curve in the direction sought with a large enough effect; inconclusive = small, poorly fitted or top-dose-only effect, or another doubt; inactive = no such curve, though single readings can be large; an effect the other way counts as inactive or inconclusive. Unless noted, % is set by controls: 0 for no effect and ±100 for the full control effect; potency is the fitted concentration of half-maximal effect.
Structure	FEN1 inh	TDP1 inh	N370S GC
CCOC(=O)C1=C(C)N(C)C(=S)N(C)C1c1ccc(OC)cc1 (configuration not stated)	-1.0%	2.3%	3.5%
CCOC(=O)CSc1nc(C)c(C(C)=O)cc1C(N)=O	0.4%	-4.9%	5.2%
CCCCOc1ccc(/C=N/NC(=O)c2csc(C)c2C)cc1	-1.8%	4.7%	1.2%
Cc1cc(C)n(-c2nc3sc4c(c3c(=O)[nH]2)CCCC4)n1	x	3.0%	8.5%
Cc1cc(-c2ccccc2)n[nH]1	1.7%	-4.9%	-2.5%
CC1Cc2ccccc2N1C(=O)CN1CCc2ccccc2C1 (configuration not stated)	-5.0%	2.0%	-4.4%
COc1ccc(-c2noc(Cn3c(=O)c4ccccc4n(CC(=O)Nc4cccc(C(F)(F)F)c4)c3=O)n2)cc1	4.7%	2.8%	x
CCc1c(C)c2ccc(OC3CCCCC3=O)cc2oc1=O (configuration not stated)	-10.2%	x	-8.5%
CCn1c(SCC(=O)Nc2cccc(NC(C)=O)c2)nnc1C(C)C	-6.7%	4.4%	6.0%
CCOC(=O)N1CCN(C(=O)CCNS(=O)(=O)c2ccc3c(c2)c(=O)n(C)c(=O)n3C)CC1	-9.5%	0.0%	8.8%
O=C(CCS(=O)(=O)Cc1ccccc1)Nc1nnc(C(F)(F)F)s1	1.9%	1.3%[0.0935 µM]	5.4%
CCCCc1cc(=O)oc2cc(OC(C)C(=O)NCc3ccccn3)c(Cl)cc12 (configuration not stated)	-16.0%	3.0%	-0.8%
CCCc1cc(=O)[nH]c(SCc2nc(-c3ccc(OCC)cc3)no2)n1	-6.9%	2.7%	x
O=C(Nc1cccc(-c2ccc(N3CCCCC3)nn2)c1)c1ccc(Br)o1	2.7%	x	3.5%
CCOC(=O)c1sc(N(Cc2ccccc2)C(=O)COC(=O)c2ccc(O)cc2)nc1C	-12.4%	10.7%	3.3%

Structure	FEN1 inh	TDP1 inh	N370S GC
COc1ccc(C2=NCCc3cc(OC)c(OC)cc32)cc1	-3.5%	0.0%	-6.6%
CCN=C1SC(C(=O)Nc2cccc(OCC)c2)CC(=O)N1CC (configuration not stated)	-10.7%	3.1%	0.1%
C/C(N)=C(/C#N)C(=O)COc1ncnc2ccc(Br)cc12	16.5%	-2.0%	-4.1%
CCOc1ccc(/C=C(\C(=O)O)c2ccc(S(=O)(=O)N3CCCCC3)s2)cc1OC	-1.4%	-10.3%	x
CCCOn1nnnc1-c1ccccc1	-8.4%	7.5%	-9.0%
COc1cccc(C(=O)NCC(c2ccc3c(c2)OCO3)N2CCN(C)CC2)c1 (configuration not stated)	17.5%	3.3%	x
CCCC(C(=O)NC1CCCCC1)N(CC1CCCO1)C(=O)CNS(=O)(=O)c1ccc(F)cc1 (configuration not stated)	-1.8%	0.0%	4.4%
Clc1ccc(CON/C=N/c2ncnc3sccc23)c(Cl)c1	-16.3%	5.9%	25.4%
Cc1[nH]n(C(N)=S)c(=O)c1N=Nc1cc(C(F)(F)F)ccc1Cl	1.3%	x	-5.2%
CC(C)C(=O)Nc1c2c(nn1-c1ccc([N+](=O)[O-])cc1)CS(=O)(=O)C2	4.2%	x	0.3%
Cc1cccc(Cn2c(=O)n(CCc3ccccc3)c(=O)c3sc4ccccc4c32)c1	0.3%	3.8%	x
COc1ccc(Nc2cc(C)nc(-n3nc(C)cc3C)n2)cc1Cl	-23.2%	13.5%	x
C=CCNCCOc1ccc(C(C)(C)c2ccccc2)cc1	-2.6%	-8.5%	-6.9%
O=C1Nc2cc(Cl)c(Cl)cc2N(O)N1c1ccccc1	-8.6%	-2.0%	x
COc1ccc(CCNC(=O)CSc2nc3ccccc3nc2Cc2ccc(C)cc2)cc1OC	-19.0%	5.9%	x

# Overlap with the part before: 3 compounds; new compounds follow.
Structure	FEN1 inh	TDP1 inh	N370S GC
C=CCNCCOc1ccc(C(C)(C)c2ccccc2)cc1	-2.6%	-8.5%	-6.9%
O=C1Nc2cc(Cl)c(Cl)cc2N(O)N1c1ccccc1	-8.6%	-2.0%	x
COc1ccc(CCNC(=O)CSc2nc3ccccc3nc2Cc2ccc(C)cc2)cc1OC	-19.0%	5.9%	x
Cc1ccc(C(=O)NNC(=O)c2ccc(NS(=O)(=O)c3cccs3)cc2)o1	-0.1%	1.6%	x
NCCC[C@@H](CC(=O)N[C@@H]1CCNC[C@H]1C(=O)N[C@H](CC(=O)N[C@@H](CCC(=O)O)CC(=O)O)Cc1ccccc1)NC(=O)C[C@H](Cc1ccccc1)NC(=O)[C@@H]1CCCC[C@H]1N	x	5.6%	0.0%
Cc1ccc(NC(=O)CSc2nnc3ccc(-c4cccnc4)nn23)cc1	-2.0%	1.0%	-6.7%
C[C@@]12CCC=C[C@H]1[C@H](c1ccc3ccccc3c1Br)N(Cc1ccccc1)C2=O	-24.5%	5.0%	-5.3%
Cc1cc(NC(=O)c2cc(C)on2)no1	3.7%	3.1%	2.4%
COc1ccc(/C=C/C(=O)NC(=S)NNC(=O)c2cccnc2)cc1OC	-6.6%	6.7%	-3.5%
O=C(Nc1cccc(NC(=O)c2ccc(F)cc2)c1)c1ccc(F)cc1	-3.4%	x	-0.5%
CC1=NN(c2ccc(C)cc2C)C(=O)C1C(c1ccccc1)C1C(=O)N(c2ccc(C)cc2C)N=C1C (configuration not stated)	u	0.0%	-0.2%
COc1ccc([N+](=O)[O-])cc1NCC(=O)Nc1cc(S(=O)(=O)N2CCCCC2)ccc1C	11.6%	0.0%	x
COc1ccc(S(=O)(=O)N[C@@H](Cc2ccc(Cl)cc2)C(=O)N2CC[C@@]3(O)CCCC[C@H]3C2)cc1	-4.5%	7.3%	-18.5%
Cc1ccc(CNS(=O)(=O)c2cccc3nsnc23)cc1	-4.1%	3.5%	-0.8%
O=C(CSc1nnc(-c2ccncc2)o1)Nc1ccc(F)c(F)c1	18.9%	1.6%	x
Cc1ccc(CNC(=O)Cc2cccs2)cc1	-1.6%	-4.5%	4.0%
COc1cccc(N(C(=O)Cn2nnc(-c3ccc(C)o3)n2)C(C(=O)NC2CCCC2)c2ccncc2)c1 (configuration not stated)	-0.4%	x	-13.3%
CN(C)CCCNc1nc(N)c([N+](=O)[O-])c(NCCO)n1	-1.4%	-2.6%	-2.1%

Structure	FEN1 inh	TDP1 inh	N370S GC
CC(=O)Nc1ccc(S(=O)(=O)Nc2ccccn2)cc1	4.6%	3.6%	2.7%
N#CC(c1cccc(Cl)c1)c1ccc2c(C(F)(F)F)cc(C(F)(F)F)nc2n1 (configuration not stated)	-19.0%	8.2%	18.2%
O=C(Cn1cnc(S(=O)(=O)N2CCCC2)c1)Nc1cccc(F)c1	-5.9%&-1.3%	2.6%&4.5%	-0.3%
COc1cccc(C(=O)CC(=O)C(=O)Nc2cccc([N+](=O)[O-])c2C)c1	u	x	-8.1%
COc1ccc(-c2nnc(SC(C)C(=O)O)o2)cc1 (configuration not stated)	-15.9%	3.2%	x
CC(C)c1ccc(NC2CCCN(C(=O)c3cccc(N4CCNC4=O)c3)C2)cc1 (configuration not stated)	14.4%	4.4%	19.6%
COc1cccc(CNC(=O)CN2C(=O)CC(c3ccccc3)=Nc3ccccc32)c1	-0.1%	0.0%	9.7%
COc1ccc(CCNC(=O)Cn2c(=O)nc(-c3ccccc3)c3ccccc32)cc1OC	12.2%	3.8%	x
CC(C)CNC(=O)NC(=O)CSc1nc2ccccc2n1CC(C)C	-14.1%	10.1%	9.5%
COc1ccc2nc(/N=C(\N)NC(=O)C(C)(C)C)nc(C)c2c1	-8.1%	-4.9%	-28.7%
COC(=O)[C@H](Cc1ccccc1)NC(=O)NCc1ccc(S(N)(=O)=O)cc1	-6.6%	1.0%	3.5%
CC(=O)Nc1ccc(S(=O)(=O)NC2(C(F)(F)F)NC(=O)N(CC(C)C)C2=O)cc1 (configuration not stated)	-1.2%	2.7%	11.7%
O=C(Nc1ccc(S(=O)(=O)NCC2CCCO2)cc1)c1ccccc1 (configuration not stated)	2.8%	2.7%	-5.3%
CCOc1ccc2oc(C(=O)NCc3nc4ccccc4[nH]3)c(C)c2c1	1.1%	2.8%[56.1 µM]	-2.9%
CCOC(=O)C(Nc1ccc2ccccc2c1)C(=O)OCC	-23.8%	0.0%	u

Structure	FEN1 inh	TDP1 inh	N370S GC
CC(CCc1ccccc1)NC(=O)C(=O)c1c[nH]c2ccccc12 (configuration not stated)	-0.9%	0.2%	0.6%
COc1cccc(C(=O)C2CCCN(CC3=Cc4cc(OC)ccc4OC3)C2)c1 (configuration not stated)	-12.0%	x	-12.1%
O=C(NCc1ccccc1)C1CCCN(S(=O)(=O)c2cccc3nonc23)C1 (configuration not stated)	8.5%	3.8%	-6.2%
CCOC(=O)C1CCN(C(=O)c2ccc(C)c(NC(=O)c3nsc4ccccc34)c2)CC1	-19.3%	2.7%	x
O=C(Nc1ccccc1)C1COc2ccccc2O1 (configuration not stated)	5.4%	2.6%	1.0%
Cc1csc(CNc2ncnc3ccc(-c4c(C)noc4C)cc23)c1	x	12.7%	-1.4%
CC(Sc1nc2ccccc2c(=O)n1CC1CCCO1)C(=O)N(C)Cc1ccccc1 (configuration not stated)	1.5%	-10.1%[0.505 µM]	0.5%
COCc1c(Br)c(C)nc2sc3c(=O)[nH]nnc3c12	5.4%	x	-0.7%
COc1cccc(NC(=O)COc2coc(CN3CCc4ccccc4C3)cc2=O)c1	0.4%	-7.1%	-5.9%
COc1ncccc1C(=O)NC1CCCc2c1cnn2-c1cc(C)cc(C)c1 (configuration not stated)	7.3%	2.7%	-1.1%
CCC1=NN(C(=O)c2ccc(Cl)cc2)C(O)(c2ccc(C)cc2)C1 (configuration not stated)	-22.6%	5.3%	6.0%
CCC(C)C(NC(=O)OC(C)(C)C)C(=O)NC(C(=O)N1CCCC1C(N)=O)C(C)CC (configuration not stated)	-3.2%	-5.3%	4.6%
CN(CCC1CCCCO1)Cc1cn(C)nc1-c1ccc2c(c1)OCCO2 (configuration not stated)	4.7%	0.0%	-2.9%
O=C(NC1CCN(Cc2ccccc2)CC1)c1ccc(Cn2c(=O)c3ccccc3n(Cc3ccccc3)c2=O)cc1	13.8%	0.9%	x
COc1ccc(CCN2CCCn3c2nc2c3c(=O)n(CC(N)=O)c(=O)n2C)cc1OC	8.0%	x	0.2%

# Some of the entries so far, with two lines to a compound.
# Every second line gives: FEN1 inh | TDP1 inh | N370S GC
> CCOC(=O)C1CCN(C(=O)c2ccc(C)c(NC(=O)c3nsc4ccccc34)c2)CC1
 : -19.3% | 2.7% | x
> O=C(Nc1ccccc1)C1COc2ccccc2O1 (configuration not stated)
 : 5.4% | 2.6% | 1.0%
> Cc1csc(CNc2ncnc3ccc(-c4c(C)noc4C)cc23)c1
 : x | 12.7% | -1.4%
> CC(Sc1nc2ccccc2c(=O)n1CC1CCCO1)C(=O)N(C)Cc1ccccc1 (configuration not stated)
 : 1.5% | -10.1%[0.505 µM] | 0.5%
> COCc1c(Br)c(C)nc2sc3c(=O)[nH]nnc3c12
 : 5.4% | x | -0.7%

# (further entries)
Structure	FEN1 inh	TDP1 inh	N370S GC
CCn1c(CNc2cccc(Cl)c2)nnc1SCc1ccccc1	-14.5%	8.4%	3.3%
CC(=O)[C@H]1CC[C@H]2[C@@H]3CCC4=CC(=O)CC[C@]4(C)[C@H]3CC[C@]12C	-4.5%&-4.6%	8.2%	-2.3%&5.6%&11.8%&14.0%&10.9%&-1.9%&18.3%&-0.6%
CCOC(=O)Cn1nc(C(F)F)c(Br)c1C	-3.2%	0.0%	-11.6%
COc1ccc([C@H]2CC(=O)C=C(c3cc(Cl)ccc3C)C2)cc1	-1.1%	-8.1%	x
CN(C)/C=C/c1oc2ccc(O)cc2c1[N+](=O)[O-]	-14.6%	-1.2%	-14.7%
CCOc1ccc(CCNC(=O)C2COc3ccccc3C2)cc1OCC (configuration not stated)	17.8%	0.6%	x
CCN(C(=O)CSc1nc(C2CC2)n(-c2ccccc2)n1)C1CCS(=O)(=O)C1 (configuration not stated)	-7.1%	-9.0%	-3.0%
O=C(COC(=O)c1cc(S(=O)(=O)N2CCOCC2)ccc1F)NCc1ccco1	-1.7%	3.5%	-2.6%
Cc1ccc(S(=O)(=O)NCC(=O)NCC(=O)OCc2c(F)cccc2Cl)cc1	16.1%	0.0%	18.6%
COc1ccc2c(c1)c1nc3ccccc3nc1n2CC(=O)OC(C)C	-1.0%	2.5%	6.1%
COC(=O)Cn1c(C(F)(F)F)nc2ccccc21	11.5%	0.0%	7.1%
Cc1cccc(C(C#N)c2ccc(Cl)nn2)c1 (configuration not stated)	-4.1%	-2.9%	-0.3%
CCOC(=O)C1CCN(Cc2ccc(OCc3ccccc3)cc2)CC1	16.1%	x	-6.5%
CCOC(=O)COc1ccc(C(=O)NC2CCCCC2)cc1	3.4%	-2.3%	10.4%
